# Screening data deposited in PubChem by several laboratories.
# MEKK3 PB1 HTS = modulators (inhibitors or enhancers) of MEK5 binding to human MEKK3 PB1 domain | AID 1529 | binding response (% of control), % at 10 µM | actives 1.4% (n = 290,000) | bead-based flow cytometry, Alexa488-MEK5 binding to MEKK3; actives lie on both sides; 0 = blocked by unlabeled MEK5, 100 = vehicle;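 active means binding response more than 3 SD above or below the average of its plate-row segment, actives on both sides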;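 further: Alexa488 bead fluorescence after subtracting the streptavidin-only scavenger bead signal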
# Target sequence (Q99759 whole entry, looked up, the tested form may be a part): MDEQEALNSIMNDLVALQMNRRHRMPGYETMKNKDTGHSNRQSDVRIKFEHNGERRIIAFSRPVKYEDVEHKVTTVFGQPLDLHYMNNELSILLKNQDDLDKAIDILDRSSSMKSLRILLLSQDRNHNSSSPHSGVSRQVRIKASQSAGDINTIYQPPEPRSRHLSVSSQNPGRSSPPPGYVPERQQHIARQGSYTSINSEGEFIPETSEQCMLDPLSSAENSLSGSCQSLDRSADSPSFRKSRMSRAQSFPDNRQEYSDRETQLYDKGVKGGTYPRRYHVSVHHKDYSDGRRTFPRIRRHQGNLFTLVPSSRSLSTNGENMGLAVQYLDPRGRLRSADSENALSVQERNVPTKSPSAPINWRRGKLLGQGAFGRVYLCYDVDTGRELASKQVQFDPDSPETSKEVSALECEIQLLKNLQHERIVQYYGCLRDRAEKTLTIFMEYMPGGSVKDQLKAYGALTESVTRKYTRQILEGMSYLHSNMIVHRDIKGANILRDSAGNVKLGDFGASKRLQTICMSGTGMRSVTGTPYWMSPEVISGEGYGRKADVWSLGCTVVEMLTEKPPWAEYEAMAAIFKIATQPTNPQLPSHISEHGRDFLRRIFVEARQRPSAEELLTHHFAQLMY
# MEKK2wt PB1 HTS = raises or lowers MEK5 binding to wildtype human MEKK2 PB1 domain | Q9Y2U5 | bead flow cytometry, Alexa488-MEK5 binding to MEKK2 WT; actives lie on both sides | binding response (% of control), % at 10 µM | actives 1.1% (n = 290,000) | AID 1531; in the data active means binding response below about 67% or above about 130%
# GalR3 antagonist = blocks the human galanin receptor 3. O60755. HEK293 GalR3-CNG cAMP membrane potential fluorescence; galR3 body fused to GalR1 C-terminus. actives 0.44% (n = 360,000). AID 651719. inhibition, % at 3 µM;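 active means inhibition above the screen-wide average plus 3 SD, cut at about 13% in these data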;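 further: forskolin and galanin both at EC90 stimulate the cells; cAMP rise reported by CNG channel membrane potential dye signal; 0% = forskolin plus galanin with DMSO and 100% = forskolin alone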
# Target sequence (O60755 1-299 limits assumed): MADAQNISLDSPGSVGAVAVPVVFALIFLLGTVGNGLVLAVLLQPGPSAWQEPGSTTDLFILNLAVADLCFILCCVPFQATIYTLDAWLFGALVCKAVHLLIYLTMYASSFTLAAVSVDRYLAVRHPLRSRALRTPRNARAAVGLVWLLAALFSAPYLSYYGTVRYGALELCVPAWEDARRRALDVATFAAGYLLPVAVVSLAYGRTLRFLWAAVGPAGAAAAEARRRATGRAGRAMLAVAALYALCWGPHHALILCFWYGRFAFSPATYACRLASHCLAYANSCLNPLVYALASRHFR
# HCV NS3 hel inh = blocks Hepatitis C virus NS3 helicase unwinding; NS3 helicase DNA unwinding, Cy5 molecular beacon fluorescence; inhibition, % at 10.9 µM; actives 0.56% (n = 290,000); AID 1800;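 active means inhibition above the mean of all tested compounds plus 3 SD, set per campaign, cut at about 35% in these data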;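 further: 0% = DMSO wells and 100% = thioflavine S control wells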
#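 System: Hepatitis C virus NS3 helicase domain fragment enzyme | Reagent: Annealed dual-labelled DNA beacon duplex, ATP-started | Compound dosing: 10.9 µM single point, 0.8% DMSO | Incubation: 1 h reaction at 25 °C, ATP-initiated | Technique: Cy5 fluorescence | Evaluation: Percent inhibition from t60/t0 fluorescence ratio | Benchmarks: Low DMSO, high thioflavine S at 110 µM | Replication: Singlicate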
# SUMO HTRF inh = inhibitors of human SUMOylation (UBC9); P63279; HTRF SUMOylation assay, SAE1/SAE2 + UBC9, in vitro; inhibition, % at 35 µM; actives 0.36% (n = 290,000); AID 2006; in the data active means inhibition above about 50%, passing the limit was not always enough; further: strong numbers were not always called active
# Target sequence (P63279 whole entry, looked up): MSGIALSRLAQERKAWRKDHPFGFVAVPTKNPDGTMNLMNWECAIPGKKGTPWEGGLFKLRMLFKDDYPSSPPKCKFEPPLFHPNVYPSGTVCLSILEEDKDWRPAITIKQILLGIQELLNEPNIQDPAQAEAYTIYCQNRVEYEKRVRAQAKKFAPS
# MEKK2mut PB1 HTS = signal of MEK5 binding to mutant human MEKK2 PB1 domain | bead flow cytometry, Alexa488-MEK5 binding to MEKK2 mutant | percent response, % at 10 µM | actives 0.35% (n = 290,000) | AID 1530; in the data active means percent response above about 24%, passing the limit was not always enough; further: inactives centre near 1; some results filed as inactive read as strong as hits
# CRFR2-BP ag = CRF-BP/CRF-R2 complex agonism; HEK293 CRF-R2/CRF-BP, calcium dye fluorescence (FLIPR); percent of saturating CRF peptide response; activation, % at 13.2 µM; actives 0.46% (n = 350,000);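 active means activation of at least 50%, plus an integration ratio under a set limit after plate pattern correction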;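 further: plate controls were neutral control wells without compound for no effect and CRF at EC100 for full effect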
# CRFBP-R2 block = blocks CRF-induced signaling of the CRF-BP/CRF-R2 complex; actives 0.59% (n = 350,000); inhibition, % at 11.8 µM; HEK293 CRF-R2/CRF-BP, CRF-induced calcium fluorescence;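 active means inhibition of the ligand-induced calcium signal above about 50% at the single tested concentration, limit read from the data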
# FID counter = counter-screen for HCV NS3 helicase inhibitors: DNA intercalator displacement | DNA fluorescent intercalator displacement, fluorescence | inhibition, % at 7.9 µM | actives 0.17% (n = 290,000); in the data active means inhibition above about 37%;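 further: 0% = vehicle and 100% = reference compound; higher means more ethidium bromide displaced from hairpin DNA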
# * marks the source's active call; other numbers are inactive results; . = no result given. An excerpt, so the mix of outcomes need not match the whole.
nr	SMILES	MEKK3 PB1 HTS	MEKK2wt PB1 HTS	GalR3 antagonist	HCV NS3 hel inh	SUMO HTRF inh	MEKK2mut PB1 HTS	CRFR2-BP ag	CRFBP-R2 block	FID counter
1	Cc1csc(-c2cnn(-c3ccccc3)c2NC(=O)c2cccc(C(F)(F)F)c2)n1	131.0*	119.0	-0.6	3.5	9.1	7.0	-0.3	11.6	-14.5
2	O=C(COC(=O)/C=C/c1cccs1)NC(=O)Cc1ccccc1	138.0*	112.0	-5.6	-7.6	14.7	-2.0	-2.1	9.8	-3.1
3	CC1CCCCC1NC(=O)Cn1nnc2ccccc2c1=O (stereo not drawn)	98.0	94.0	0.4	0.0	19.8	-1.0	0.2	5.8	-5.7
4	O=C(Cc1ccc([N+](=O)[O-])cc1)NCc1cccnc1	99.0	100.0	3.2	-1.5	4.1	0.0	0.6	-3.4	-0.3
5	Oc1ccccc1C1=NCCNC(C(F)(F)C(F)F)=C1	104.0	107.0	-3.8	-3.9	0.4	4.0	0.5	14.6	8.0
6	COc1cc(/C=N/NC(=O)c2ccncc2)ccc1OC(=O)c1cc(OC)c(OC)c(OC)c1	99.0	102.0	-4.0	-8.3	10.2	3.0	-0.5	-5.4	-40.7
7	O=C(CNS(=O)(=O)c1ccc(F)cc1)N1CCOCC1	102.0	98.0	7.6	-0.5	5.4	-4.0	-0.5	-4.7	-4.4
8	COC(=O)c1sccc1NC(=O)c1ccc(Br)s1	92.0	100.0	-5.2	4.5	14.0	-3.0	-0.4	-25.3	0.1
9	COc1ccc(C(=O)NCc2nnc(SCC(=O)Nc3cccc(C(F)(F)F)c3)o2)cc1OC	97.0	96.0	-2.7	-2.2	-1.9	0.0	-0.4	15.2	-12.0
10	CCCN(CCC)c1nc(N(CCC)CCC)[nH]c(=O)n1	102.0	98.0	-5.8	4.1	12.0	4.0	0.1	-3.0	-11.4
11	COc1cc(/C=C/C(=O)OCC(=O)NC(=O)NC2CCCCC2)ccc1OC(F)F	99.0	105.0	-3.5	-25.9	-0.1	7.0	0.2	-9.4	-31.8
12	O=C(CCn1c(=O)oc2ccccc21)N(Cc1ccccc1)c1ccccn1	103.0	95.0	-5.2	-5.8	.	8.0	0.1	-15.4	-19.1
13	Cc1oc(-c2cccc(Cl)c2)nc1CS(=O)(=O)CC(=O)NC1CCCC1	98.0	101.0	-8.5	-2.0	17.1	-4.0	-1.0	-2.5	-52.5
14	NNC(=O)CNC(c1ccccc1)c1cc(Br)ccc1NC(=O)c1cccc(Cl)c1 (stereo not drawn)	92.0	95.0	-3.3	-10.6	2.0	-2.0	1.1	-87.3	-13.8
15	COCCOC1CCN(C(=O)c2cc(COc3ccc(F)cc3F)on2)CC1	96.0	93.0	-3.8	3.3	-5.1	1.0	-0.3	-25.1	-21.4

# Overlap with the part before: 2 entries; new compounds follow.
nr	SMILES	MEKK3 PB1 HTS	MEKK2wt PB1 HTS	GalR3 antagonist	HCV NS3 hel inh	SUMO HTRF inh	MEKK2mut PB1 HTS	CRFR2-BP ag	CRFBP-R2 block	FID counter
14	NNC(=O)CNC(c1ccccc1)c1cc(Br)ccc1NC(=O)c1cccc(Cl)c1 (stereo not drawn)	92.0	95.0	-3.3	-10.6	2.0	-2.0	1.1	-87.3	-13.8
15	COCCOC1CCN(C(=O)c2cc(COc3ccc(F)cc3F)on2)CC1	96.0	93.0	-3.8	3.3	-5.1	1.0	-0.3	-25.1	-21.4
16	CNC(=O)CSc1nnc(COc2ccc(Cl)cc2)n1CCOC	102.0	105.0	-5.8	2.8	19.1	4.0	0.1	4.7	-3.6
17	Cc1cc(C(=O)OCC(=O)NC(C)c2ccccc2)c(C)o1 (stereo not drawn)	104.0	97.0	-5.5	-2.1	10.0	-1.0	-1.1	-7.1	-5.2
18	CC(=O)c1ccc(N2CCN(C(=O)C3CCCN(S(=O)(=O)c4cnc[nH]4)C3)CC2)cc1 (stereo not drawn)	97.0	97.0	-2.9	14.7	23.4	0.0	0.1	6.7	-20.3
19	O=CN1CCCN(Cc2nc(Cc3ccccc3F)no2)CC1	75.0	85.0	-4.1	-3.6	1.9	-14.0	0.9	0.1	-2.2
20	CCOC(=O)c1sc(SC)c(C(C)=O)c1C	102.0	104.0	2.9	0.2	13.0	3.0	-1.8	4.8	-6.9
21	COc1cccc(CN2CCN(Cc3cc(OC)c(OC)cc3OC)CC2)c1	101.0	100.0	-2.9	5.8	17.4	4.0	0.0	2.5	-0.8
22	NC(=O)c1sc(=S)n(-c2ccc(Br)cc2)c1N	108.0	110.0	0.2	4.1	6.8	4.0	-0.4	17.0	1.0
23	O=C(Cc1nnc(NC(=O)c2cccc([N+](=O)[O-])c2)s1)NCc1ccccc1	98.0	100.0	-3.6	0.7	2.0	0.0	2.8	-11.7	1.2
24	Cc1ccc(-c2nc(CS(=O)CC(=O)NCCN(CC(C)C)CC(C)C)c(C)o2)cc1 (stereo not drawn)	97.0	100.0	-4.8	4.0	26.4	-4.0	0.9	3.5	3.8
25	CCOC(=O)CN1C(=O)C(C)(C)Oc2ccc(C(=O)Nc3ccccc3OC)cc21	92.0	96.0	-4.2	3.1	-10.3	-3.0	-1.6	26.7	-30.3
26	O=C(/C=C/C(=O)N1CCc2ccccc2C1)N1CCc2ccccc2C1	99.0	95.0	-8.6	11.1	17.7	1.0	-1.9	13.8	-35.5
27	N#Cc1ccc(C(=O)Nn2cnnc2)cc1	107.0	109.0	-8.8	3.1	15.3	11.0	0.7	-2.1	-2.6
28	CCOC(=O)C(=O)NC(C)CCc1ccccc1 (stereo not drawn)	108.0	109.0	-4.5	-4.7	4.3	4.0	-5.9	21.5	2.3
29	Cc1ccc(C(=O)CCC(=O)Nc2cccc(C(F)(F)F)c2)cc1	103.0	101.0	-3.3	-7.8	-27.5	9.0	0.7	-3.2	-18.2
30	CCc1ccc(-c2nc(CSCC(=O)NCc3ccco3)c(C)o2)cc1	99.0	99.0	-2.5	10.0	8.4	-3.0	-1.9	8.3	-33.3
31	Cc1ccc(-c2nc(NC(=O)CSc3ccc4ccccc4n3)ns2)cc1	105.0	92.0	-0.2	-1.9	-9.3	-4.0	9.4	-15.3	-6.5
32	CCCOC(=O)C1[C@H]2C(=O)N(Cc3ccco3)C[C@]23C=C[C@H]1O3 (stereo partly drawn)	97.0	102.0	-1.8	40.3*	10.3	1.0	-1.3	9.7	-43.2
33	COc1ccc(NC(=O)CC(C)C)c([N+](=O)[O-])c1	.	.	-4.8	9.6	-6.6	.	0.3	-12.3	0.3
34	CC(C)(C)NC(=O)CSc1nnc(-c2ccncc2)o1	94.0	92.0	2.4	5.0	4.0	-4.0	0.2	4.5	-1.0
35	CN1C(=O)[C@H]2[C@@H](/C=C/c3ccccc3)N3C(=O)CN(CCO)C(=O)[C@@]3(C)[C@H]2C1=O	97.0	103.0	-0.7	28.7	3.5	-1.0	-1.1	2.9	-10.2
36	NCCCC(N)(C(=O)O)C(F)F (stereo not drawn)	95.0	93.0	.	-4.0	9.4	4.0	0.3	-4.5	0.4
37	CC(C)(C)C(=O)Nc1nc2c(s1)COc1ccccc1-2	112.0	113.0	.	-7.1	8.2	11.0	-3.2	13.6	-6.4
38	Cn1c(=O)c2c(ncn2CC(=O)N2CCOCC2)n(C)c1=O	100.0	102.0	-0.8	1.6	4.2	0.0	0.6	-4.7	-0.9
39	Cc1cccc2c1N(CCCOc1ccccc1)C(=O)C2=O	99.0	99.0	1.8	-4.5	22.4	3.0	2.1	17.5	-7.1
40	COc1ccccc1CN1CCN(Cc2nc(Cc3ccccc3)no2)CC1	94.0	94.0	-3.5	-7.9	-9.2	-4.0	0.1	-15.1	-2.5
41	O=C(Nc1c(C(=O)NCc2ccco2)cnn1-c1ccccc1)c1ccc(F)cc1	111.0	108.0	-6.0	9.5	21.6	16.0	-0.9	-16.6	-13.5
42	CCOC(=O)N1CCC(N(CCN(C)C)C(=S)Nc2cccc(Cl)c2C)CC1	125.0	107.0	-2.8	2.1	-6.6	0.0	-1.7	-4.6	1.3
43	CCOc1ccc2nc(NC(=O)c3ccco3)sc2c1	81.0	104.0	-8.4	-6.7	21.2	2.0	-1.3	-7.4	-4.1
44	Cc1nc2ccc(NC3=NCCCCC3)cc2s1	113.0	113.0	-5.2	3.2	-1.3	6.0	2.6	2.8	1.7
45	CN1Cc2c(N3CCOCC3)nc3sc(C(=O)c4ccccc4)c(N)c3c2CC1(C)C	93.0	105.0	-7.4	-44.1	3.9	6.0	-1.4	-4.6	7.9

# Filtered by structure: those above containing an NH in an aromatic ring
nr	SMILES	MEKK3 PB1 HTS	MEKK2wt PB1 HTS	GalR3 antagonist	HCV NS3 hel inh	SUMO HTRF inh	MEKK2mut PB1 HTS	CRFR2-BP ag	CRFBP-R2 block	FID counter
10	CCCN(CCC)c1nc(N(CCC)CCC)[nH]c(=O)n1	102.0	98.0	-5.8	4.1	12.0	4.0	0.1	-3.0	-11.4
18	CC(=O)c1ccc(N2CCN(C(=O)C3CCCN(S(=O)(=O)c4cnc[nH]4)C3)CC2)cc1 (stereo not drawn)	97.0	97.0	-2.9	14.7	23.4	0.0	0.1	6.7	-20.3

# Next compounds follow:
nr	SMILES	MEKK3 PB1 HTS	MEKK2wt PB1 HTS	GalR3 antagonist	HCV NS3 hel inh	SUMO HTRF inh	MEKK2mut PB1 HTS	CRFR2-BP ag	CRFBP-R2 block	FID counter
46	CCCN(Cc1ccccc1)C(=O)Nc1ccc2c(c1)nnn2C	107.0	106.0	-2.8	4.5	14.1	5.0	-1.2	10.6	-14.0
47	N#CC1=C2SCN(Cc3ccccc3)CN2C(=O)CC1c1ccccc1F (stereo not drawn)	113.0	113.0	.	22.0	12.4	8.0	-1.6	-41.4	-17.8
48	Cc1cc(S(=O)(=O)NCC2CCCO2)c(C)cc1Br (stereo not drawn)	103.0	103.0	-10.9	-4.0	5.2	1.0	0.7	-7.4	-14.8
49	O=C(Cc1ccccc1)Nc1cccc(-c2nc3ncccc3o2)c1	97.0	94.0	-1.5	-6.8	11.3	0.0	2.5	-16.2	-11.3
50	Cc1ccc(S(=O)(=O)NCCCn2ccnc2)cc1	92.0	99.0	-1.8	-8.2	-11.8	-2.0	-0.1	18.2	5.4
51	CCOC(=O)C1=C(C)N(CCCCCC(=O)O)C(=O)NC1c1ccccc1Cl (stereo not drawn)	93.0	96.0	-5.7	20.1	-22.0	2.0	-1.5	3.5	-43.3
52	O=C(O)c1ccccc1NS(=O)(=O)c1ccc2c3c(cccc13)C(=O)N2	100.0	96.0	-1.9	2.9	11.4	-1.0	0.3	2.4	-12.6
53	COc1ccc(/C=C(\NC(=O)c2ccc(OCC(C)C)cc2)C(=O)OCc2ccco2)cc1	99.0	95.0	1.8	43.7*	-4.7	-6.0	1.7	-0.8	-30.4
54	O=C(Cc1cccs1)Nc1cccnc1	99.0	97.0	0.7	2.3	15.8	-1.0	-1.9	24.3	5.5
55	O=C(Cc1ccccc1[N+](=O)[O-])N1CCN(c2ccc(F)cc2)CC1	101.0	101.0	-4.5	-7.5	6.2	-3.0	-0.9	-23.6	-4.5
56	Cc1occc1C(=O)NCc1ccc2c(c1)OCO2	90.0	95.0	9.2	-0.6	6.6	-5.0	-1.8	8.8	-7.8
57	CCOC(=O)C1C2C=CC3(CN(Cc4ccccc4)C(=O)C13)O2 (stereo not drawn)	92.0	80.0	-7.1	0.6	14.8	-10.0	2.5	-4.1	-1.2
58	COc1cc2ccccc2cc1C(=O)Nc1ccccc1N1CCN(S(C)(=O)=O)CC1	97.0	94.0	0.7	-4.6	23.3	-4.0	3.1	-20.5	-8.5
